# hgDAF-12 ag: H. glycines DAF-12 receptor agonists, primary screen, cell-based, luminescence, HEK293, GAL4 fusion, UAS-luciferase. AID 687014, 2013. Nuclear hormone receptor DAF-12 (Heterodera glycines), GAL4 fusion. HEK293 GAL4-hgDAF12 UAS-luciferase reporter, agonist luminescence; normalized to butyrate control. 370,000 tested, 1.8% active. activation, % at 6.8 µM;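 active = activation above a cutoff set at the mean of all screened compounds plus 3 SD, cut at about 10% in these data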;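 note: 0% = DMSO wells and 100% = sodium butyrate wells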
# DAX1 inh-1: DAX1 (NR0B1) inhibitors, primary screen, cell-based, HEK293, Gal4-DAX1, luciferase luminescence. Nuclear receptor subfamily 0 group B member 1 (Homo sapiens), P51843. HEK293 Gal4-DAX1 luciferase reporter. inhibition, % at 6.75 µM. 340,000 tested, 0.99% active. AID 504766, 2011;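 active = inhibition above the mean over all tested compounds plus 3 SD, cut at about 4.2% in these data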;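 note: 0% = DAX1-transfected cells with DMSO and 100% = empty-vector control cells with DMSO; inhibition shows as a rise in luminescence from relieved DAX1 repression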
# ADAM10 inh: human ADAM10 inhibitors, primary screen, biochemical, QFRET, HTS | Disintegrin and metalloproteinase domain-containing protein 10 (Homo sapiens), O14672 | inhibition, % at 7 µM | recombinant ADAM10, EDANS/DABCYL FRET peptide cleavage, 3 h | AID 720582, 2013 | 370,000 tested, 0.62% active;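 active = inhibition above a per-campaign cutoff equal to the mean of compounds falling between control-based bounds plus 3 SD, cut at about 20% in these data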;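 note: 0% = DMSO wells while the 100% control is not disclosed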
# PLC-beta3 inh: human PLC-beta3 inhibitors, primary screen, biochemical, fluorescence; inhibition, % at 12.2 µM; 1-phosphatidylinositol 4,5-bisphosphate phosphodiesterase beta-3 (Homo sapiens), Q01970; 370,000 tested, 0.18% active; Purified PLC-beta3, fluorogenic substrate; AID 720704, 2013; in the data active = inhibition above about 11%;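 note: 0% = median of compound wells on plate and 100% = full blocker control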
# PLCg1 inh: PLC-gamma1 enzyme inhibitors, primary screen, biochemical, fluorescence, purified enzyme; 1-phosphatidylinositol 4,5-bisphosphate phosphodiesterase gamma-1 (Homo sapiens), P19174; fluorogenic substrate; inhibition, % at 12.2 µM; 370,000 tested, 0.84% active; AID 720700, 2013; in the data active = inhibition above about 9.5%
# Target sequence (P19174 whole entry, looked up): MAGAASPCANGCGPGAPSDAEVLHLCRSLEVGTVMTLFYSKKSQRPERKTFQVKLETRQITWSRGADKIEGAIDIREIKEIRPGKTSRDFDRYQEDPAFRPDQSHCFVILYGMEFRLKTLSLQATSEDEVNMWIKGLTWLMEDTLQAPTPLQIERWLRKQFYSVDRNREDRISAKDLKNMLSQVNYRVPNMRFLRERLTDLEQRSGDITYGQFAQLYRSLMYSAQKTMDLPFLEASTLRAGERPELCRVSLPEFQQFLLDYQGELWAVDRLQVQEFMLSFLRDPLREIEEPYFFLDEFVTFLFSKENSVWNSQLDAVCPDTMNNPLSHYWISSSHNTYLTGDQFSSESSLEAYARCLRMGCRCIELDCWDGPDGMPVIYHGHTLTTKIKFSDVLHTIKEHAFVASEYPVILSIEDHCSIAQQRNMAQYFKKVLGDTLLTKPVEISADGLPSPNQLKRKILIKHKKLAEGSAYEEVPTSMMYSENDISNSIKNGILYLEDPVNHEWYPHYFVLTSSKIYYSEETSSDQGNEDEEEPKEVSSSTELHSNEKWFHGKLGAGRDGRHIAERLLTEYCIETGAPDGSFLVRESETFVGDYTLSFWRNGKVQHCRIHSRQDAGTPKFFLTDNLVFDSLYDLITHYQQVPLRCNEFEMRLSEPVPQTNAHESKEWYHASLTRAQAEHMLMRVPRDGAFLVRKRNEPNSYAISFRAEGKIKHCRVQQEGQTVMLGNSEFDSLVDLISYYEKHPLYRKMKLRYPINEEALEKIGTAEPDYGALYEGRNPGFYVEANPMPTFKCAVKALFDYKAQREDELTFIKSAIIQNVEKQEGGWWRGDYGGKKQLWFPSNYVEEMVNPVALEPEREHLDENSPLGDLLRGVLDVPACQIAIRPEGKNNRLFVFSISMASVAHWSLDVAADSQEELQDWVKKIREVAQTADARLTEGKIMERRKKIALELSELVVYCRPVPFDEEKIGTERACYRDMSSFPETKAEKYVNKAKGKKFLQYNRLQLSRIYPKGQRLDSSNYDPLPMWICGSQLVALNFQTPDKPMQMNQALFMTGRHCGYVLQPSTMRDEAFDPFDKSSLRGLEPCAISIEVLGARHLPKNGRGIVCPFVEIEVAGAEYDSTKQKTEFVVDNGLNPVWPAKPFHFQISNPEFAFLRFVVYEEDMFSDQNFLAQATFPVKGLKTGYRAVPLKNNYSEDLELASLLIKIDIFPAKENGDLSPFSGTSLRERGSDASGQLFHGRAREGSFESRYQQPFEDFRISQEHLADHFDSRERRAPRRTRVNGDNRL
# HGIII-sPLA2 inh: human group III sPLA2 inhibitors, primary screen, biochemical, QFRET, BODIPY PC-A2 liposome substrate. AID 743126, 2013. inhibition, % at 12.2 µM. Group 3 secretory phospholipase A2 (Homo sapiens), Q9NZ20. QFRET BODIPY PC-A2 liposome hydrolysis, fluorescence. 370,000 tested, 0.56% active;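 active = inhibition above mean plus 3 SD of compounds lying within the high and low control bounds, cut at about 19% in these data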;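 note: 0% = median of test compound wells and 100% = no enzyme DMSO wells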
# FXN GAA850 act: FXN promoter activators, primary screen, cell-based, luciferase luminescence, HEK293 lucGAA850. 360,000 tested, 0.56% active. activation, % at 6 µM. AID 540364, 2011. HEK293 lucGAA850 FXN promoter luciferase reporter, 24 h; percent of 10 µM SAHA response;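 active = activation above the average of all compounds screened plus 3 SD, cutoff fixed separately per campaign, cut at about 7.5% in these data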;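 note: 0% = DMSO wells and 100% = 10 µM SAHA wells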
# ssDAF-12 act: S. stercoralis DAF-12 nuclear receptor activators, primary screen, cell-based, luminescence, HEK293, GRIP1 co-expression, lit1-tk-luc; HEK293 ssDAF-12/GRIP1 lit1-tk-luc reporter; % of 3 µM dafachronic acid response; activation, % at 6.8 µM; 370,000 tested, 1% active;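 active = activation above the mean over all tested compounds plus 3 SD, cut at about 0.9% in these data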;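 note: 0% = DMSO-only wells and 100% = 3 µM delta7-dafachronic acid wells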
# ADAM17 inh: ADAM17 inhibitors, primary screen, biochemical, QFRET; Disintegrin and metalloproteinase domain-containing protein 17 (Homo sapiens), P78536; recombinant ADAM17, EDANS/DABCYL FRET peptide cleavage; inhibition, % at 6.95 µM; 370,000 tested, 0.83% active;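 active = inhibition above the mean of compounds lying between control limits plus 3 SD, set per campaign, cut at about 8.5% in these data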;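 note: 0% = DMSO-only wells as the low control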
# hcDAF12 agonist: H. contortus DAF-12 nuclear receptor activators, primary screen, cell-based, luminescence, HEK293, lit1-tk-luc reporter; 370,000 tested, 1.4% active; HEK293 hcDAF-12 lit1-tk-luc reporter; 0% DMSO, 100% Δ7-dafachronic acid; activation, % at 6.8 µM;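 active = activation above the mean of all tested compounds plus 3 SD, cut at about 5.5% in these data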;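 note: 100% = response to 3 µM Δ7-dafachronic acid high control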
# DAX1 inh-2: DAX1 (NR0B1) inhibitors on StAR promoter, primary screen, cell-based, luminescence, SF-1 (NR5A1), full-length DAX-1; HEK293T StAR-luciferase reporter, SF-1/DAX-1 repression relief; inhibition, % at 6.8 µM; 370,000 tested, 1.1% active; AID 652010, 2013;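 active = inhibition above the mean over all tested compounds plus 3 SD, cut at about 3.6% in these data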;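 note: 0% = DAX-1 cells with DMSO and 100% = cells lacking DAX-1 with DMSO; higher inhibition means more luminescence from relief of DAX-1 repression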
# * marks the source's active call; other numbers are inactive results; · = no result given.
SMILES,hgDAF-12 ag,DAX1 inh-1,ADAM10 inh,PLC-beta3 inh,PLCg1 inh,HGIII-sPLA2 inh,FXN GAA850 act,ssDAF-12 act,ADAM17 inh,hcDAF12 agonist,DAX1 inh-2
COC(=O)c1c(NC(=O)COc2ccc(Cl)cc2Cl)sc2c1CC(C)(C)NC2(C)C,-3.1,0.4,0,-4,4,-4,1.9,-0.1,1,-2.6,1.0
O=c1[nH]c(SCC2CCCCO2)nc2ccccc12 (centres undefined),4.9,2.8,0,5,3,2,1.4,-1.4,0,1.2,1.4
COc1ccc(OC)c(NC(=O)CN2C(=O)C3(OCCCO3)c3ccccc32)c1,-0.3,-0.5,-3,-3,0,-3,-0.3,-2.2,-4,-2.2,-0.1
O=C(NCC1CCCO1)c1cc(-c2ccccc2)nc2ccccc12 (centres undefined),3.4,0.9,-20,0,1,-3,3.5,-1.4,-10,-2.3,-0.2
CCCN(C)C1CN(Cc2cn(Cc3ccc(C)cc3)nn2)S(=O)(=O)C1 (centres undefined),-1.3,·,-6,-1,3,10,·,-0.8,-3,-0.1,-0.3
C=C(C)CN1C(=O)C(C)SC1=NN=C1SCC(=O)N1C (centres undefined),-0.2,-0.1,-10,-7,2,8,0.3,-1.0,-6,-0.1,-0.9
CCN(C1CCCCC1)S(=O)(=O)c1cc2c3c(c1)CCN3C(=O)CC2,-0.5,0.5,-4,1,-3,-1,0.8,-1.4,-3,-0.3,0.1
Cc1ccc(Cc2c(-c3cccc(Cl)c3)nc3ccc(C)cn23)cc1,9.5,·,-55,-15,-9,4,·,-0.3,-15,0.8,1.6
O=C(c1cc(-c2cccc(O)c2)on1)N1CCCCCC1,8.9,3.1,-2,2,1,-16,2.3,0.6,-1,3.7,2.1
CC(C)N(C(=O)[C@H]1C[C@H](CC(=O)NCCN2CCOCC2)C(=O)N2CCc3c([nH]c4cc(-c5ccco5)ccc34)[C@]12C)C(C)C,-0.6,-0.7,-400,-341,-282,-15,-1.5,-1.6,-102,-1.3,0.9
CCN(C(=O)CCc1nnc2ccc(N3CCC4(CC3)OCCO4)nn12)c1ccccc1,-1.4,0.0,-2,-3,2,-4,1.4,-0.9,0,-0.6,-1.5
CC(=O)Nc1ccccc1C(=O)N1CCN(c2cccc(C)c2C)CC1,-5.2,-0.4,-11,-3,0,3,0.1,-1.2,-5,-1.5,-0.3
NC(=O)c1c(NC(=O)C2CCCO2)sc2c1CCCC2 (centres undefined),1.1,-0.8,-10,-5,-3,-2,3.2,-0.8,-4,-2.9,0.4
COCCNc1nc(NCCOc2ccccc2)c2sc(-c3ccccc3)cc2n1,2.3,·,-30,-13,-5,-20,-0.4,-1.4,-6,2.2,-0.3
O=C(c1ccc(CNS(=O)(=O)c2ccc(Br)cc2)cc1)N1CCCCCC1,-3.4,-0.3,3,-11,-6,-16,0.1,-0.9,-2,-0.9,-0.8
COc1ccc(C2=NOC(C(=O)NCCCN3CCOCC3)C2)cc1 (centres undefined),0.1,-0.6,-5,-1,-1,-2,2.2,0.2,-5,0.1,0.6
CS(=O)(=O)N(CC(=O)NCCSCc1ccccc1)c1ccccc1,-1.0,-0.2,4,-2,-2,0,-2.0,-0.9,-2,0.7,0.3
CCOc1ccc(-c2nnn(CC(=O)NCc3ccco3)n2)cc1OCC,-1.2,1.0,-7,0,1,-10,3.2,-1.2,-1,-2.1,-0.1
Nc1c(Cl)cc(C2=NCCn3nc4cc([N+](=O)[O-])ccc4c32)cc1Cl,-0.5,0.8,6,-6,1,-3,3.1,0.1,1,5.8*,-0.4
CCOc1ncccc1C(=O)Nc1cc(S(=O)(=O)N2CCCCC2)ccc1OC,-0.1,-0.3,0,-3,-3,5,1.6,-1.4,0,1.2,-0.9
NCCCC[C@@H](C(=O)N1CCNCC1)n1cc(CCC(=O)O)nn1,2.6,2.1,9,4,6,-4,0.7,-0.8,3,0.3,0.1
CCOc1ccc(CCN2C(=S)N([C@@H](Cc3ccccc3)CN3CCCC3CN3C(=S)NC[C@@H]3Cc3ccccc3)C[C@@H]2Cc2ccc(O)cc2)cc1 (some centres undefined),4.3,·,8,5,3,-4,·,-1.0,9,-0.5,-1.4
CC(NC(=O)[C@H](C)NC(=O)C1CC(=O)N(c2ccc3c(c2)OCO3)C1)c1ccccc1 (some centres undefined),-0.6,0.2,-1,-5,0,5,0.9,-1.2,0,0.3,-1.0
CC(C)N1CCN(c2ccncc2S(=O)(=O)N2CCCCC2)CC1,2.1,0.1,6,10,9,4,0.1,-0.3,1,1.3,0.8
Cc1cccc(OCC(=O)NCC(=O)N/N=C/c2ccc([N+](=O)[O-])cc2)c1,-5.0,-1.7,2,2,2,-4,1.1,-1.1,0,-1.5,-0.6
C=CCn1c(SCC(=O)Nc2cc(C)on2)nnc1-c1ccccc1F,-0.4,0.3,-1,1,1,3,-0.7,-1.1,1,-1.3,0.5
O=c1[nH]nc(-c2cccs2)c2ccccc12,-1.3,0.8,-3,0,-2,1,6.4,-0.8,-1,-1.2,0.3
COc1ccc(N2CCN(C3CCCCC3NS(=O)(=O)c3ccc(Cl)cc3)CC2)cc1 (centres undefined),0.5,-1.7,5,2,0,9,3.2,-0.4,-3,-1.2,0.5
COc1cc(OC)cc(C(=O)Oc2ccc(/C=N/Nc3nc4ccccc4s3)cc2OC)c1,-5.3,2.6,-13,-19,-20,9,8.0*,0.1,-2,2.1,-0.3
COc1ccc(Nc2ccc([N+](=O)[O-])c3nonc23)c(OC)c1,0.2,0.2,4,-4,3,3,2.3,-0.5,0,-1.6,0.2

# Records listed above shown as hits in hcDAF12 agonist.
SMILES | DAX1 inh-1 | ADAM10 inh | PLC-beta3 inh | PLCg1 inh | HGIII-sPLA2 inh | FXN GAA850 act | ssDAF-12 act | ADAM17 inh | hcDAF12 agonist | DAX1 inh-2
Nc1c(Cl)cc(C2=NCCn3nc4cc([N+](=O)[O-])ccc4c32)cc1Cl | 0.8 | 6 | -6 | 1 | -3 | 3.1 | 0.1 | 1 | 5.8* | -0.4

# More records follow.
SMILES,hgDAF-12 ag,DAX1 inh-1,ADAM10 inh,PLC-beta3 inh,PLCg1 inh,HGIII-sPLA2 inh,FXN GAA850 act,ssDAF-12 act,ADAM17 inh,hcDAF12 agonist,DAX1 inh-2
CCOC(=O)C1=C(C)NC2=C(C(=O)CC(c3cccs3)C2)C1c1cccs1 (centres undefined),-3.1,-0.3,-106,-211,-178,4,-5.3,-1.2,-34,-1.3,-2.4
CCOC(=O)c1c(NC(=O)C2CC2)sc(C)c1CC,4.2,-0.3,-13,-3,-4,2,3.4,-1.6,-3,3.0,-0.4
Cc1ccc(N=C2N=C(N)c3ccccc32)cc1C,3.5,-0.9,-3,2,0,-2,1.1,-0.4,-2,1.7,0.1
C=C(Br)Cn1c(CCCC)nc2ccccc21,0.1,-1.0,3,0,-1,1,0.0,-1.5,-3,-1.1,-0.1
CCc1ccc(NC(=O)C2CC(=O)N(C(C)C)C2)cc1 (centres undefined),5.9,1.2,-3,-1,1,-2,0.1,-1.3,0,-0.5,-0.7
COc1ccc(Cn2ccc3ccc(-c4ccc5ccn(Cc6ccc(C#N)cc6)c5c4)cc32)cc1,3.6,·,-25,-62,-40,2,·,-0.5,-13,1.7,-0.9
C[C@H](CO)N1C[C@H](C)[C@@H](CN(C)S(=O)(=O)c2cccs2)OCc2cn(nn2)CCCC1=O,1.1,0.1,0,0,-1,4,0.7,-1.5,3,0.0,-0.3
CCN(CC)c1ccc(NC(=O)CN2CCN(CC(=O)Nc3ccccc3OC)CC2)cc1,0.8,-1.0,-7,-3,1,1,-1.3,-0.7,-4,-2.9,-0.8
COc1ccc(-c2[nH]ncc2/C=N/NC(=O)c2ccc(Br)cc2)c(OC)c1,0.6,0.5,5,-44,-34,-9,-1.2,-0.8,6,-0.1,0.4
COP(C)(=O)c1c(C)nn(-c2ccccc2)c1C (centres undefined),0.6,0.0,3,2,3,1,1.1,-1.1,-3,-1.5,0.4
COc1cccc(NC(=O)CN(C)C(=O)c2cc3c(s2)CCC3)c1,2.1,·,-6,-13,-10,1,·,-0.5,-3,2.0,3.3
Cc1ccc(NC(=O)NC2CCN(S(=O)(=O)c3ccc(F)cc3)CC2)cc1,-1.3,-0.7,-1,-1,0,-10,-3.8,-1.0,-2,-0.8,0.2
CC1=CC2=NC(=O)/C(=C/c3coc4ccccc4c3=O)C(=N)N2O1,2.0,·,-42,-71,-66,-39,1.1,-0.4,-21,3.5,-0.2
CN(C(=O)c1ccc(NC(=O)Cc2ccc(NC(=O)C3CCN(C(=O)c4ccccc4)CC3)cc2)cc1)C1CC1,-1.2,-0.7,9,-1,2,-7,1.1,-0.8,2,0.6,0.2
Cn1c(=O)cc(NCCc2ccccc2)[nH]c1=O,-1.4,0.6,-2,-5,2,4,-1.6,-0.8,-7,-0.4,-0.1
Cc1cc(C(=O)COC(=O)c2ccc(Cl)c(S(N)(=O)=O)c2)c(C)n1CC1CCCO1 (centres undefined),-3.7,4.6*,-6,-10,0,-1,-4.7,-1.1,-5,-1.6,-1.1
COC(=O)CCCn1cc(CN2CC(N3CCN(CCN(C)C)CC3)CS2(=O)=O)nn1 (centres undefined),-0.1,·,-21,-6,-4,15,·,-1.4,-6,-1.0,3.3
N#Cc1ccc(NCCc2ccccn2)c([N+](=O)[O-])c1,0.3,-1.0,4,-4,1,2,5.9,-1.6,-2,-2.4,-0.3
Cc1cc(NC(=O)CS(=O)(=O)c2cn(Cc3cccc(Br)c3)c3ccccc23)no1,-6.9,·,24*,-8,4,-32,0.4,-1.2,10*,-2.2,-4.4
COC(=O)Cn1c2ccccc2c2nc(C)sc21,-1.2,0.0,1,0,2,3,-0.7,-1.5,0,0.8,0.6
COc1ccc(/C=N/NC(=O)c2cc(C)on2)c2ccccc12,0.5,0.4,-11,-59,-48,-9,-2.7,-1.2,-7,-2.4,-0.2
CCCCN(CCCC)CCCNC(=O)C12CN(Cc3ccccc3)CC1C(c1cccc([N+](=O)[O-])c1)=NO2 (centres undefined),-0.6,0.3,5,2,4,3,-0.9,-1.2,2,-0.5,-0.2

# Source: PubChem BioAssay (The Scripps Research Institute Molecular Screening Center)
